High-throughput results from PubChem BioAssay.
p97 inhibitor: human p97 ATPase inhibition; recombinant p97 ATPase, Kinase-Glo ATP luminescence, 3 h; AID 1481; P55072; inhibition, % at 8 µM; 220,000 compounds, 0.42% hits; in the data active means inhibition above about 15%;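 further: 0% = DMSO vehicle and 100% = wells lacking enzyme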
Runt-CBFb FRET: Runt domain-CBFb interaction inhibition | 220,000 compounds, 0.46% hits | Q01196+Q13951 | Cerulean-Runt/Venus-CBFb FRET ratio 530/480, 1 h | AID 1496 | inhibition, % at 20 µM;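 active means inhibition over about 50% at 20 µM in the single-dose screen, limit read from the data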;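 further: 0% = DMSO wells and 100% = excess unlabeled CBFb competitor control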
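Assay system: Cerulean-Runt domain fusion protein, energy donor; Signal: fluorescence energy transfer, 422 nm excitation, 530/480 nm emission; Timing: 1 h compound exposure, room temperature; Control set: unlabeled CBFb; Medium: Tris buffer pH 7.5 with salts and BSA; Compound: single test concentration of 20 µM, 1% DMSO final; Probe or stimulus: Venus-CBFb 100 nM.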
NPY-Y1 antag: antagonists of human neuropeptide Y receptor Y1. HEK293-CNG Y1 cells, membrane potential fluorescence; NPY at EC95, then isoproterenol. inhibition, % at 3.6 µM. AID 1040. P25929. 200,000 compounds, 1% hits;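 active means inhibition above the campaign mean inhibition of all tested compounds plus 3 SD, cut at about 20% in these data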;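 further: 0% = DMSO wells given NPY plus isoproterenol and 100% = isoproterenol alone without NPY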
Target sequence (P25929 whole entry, looked up): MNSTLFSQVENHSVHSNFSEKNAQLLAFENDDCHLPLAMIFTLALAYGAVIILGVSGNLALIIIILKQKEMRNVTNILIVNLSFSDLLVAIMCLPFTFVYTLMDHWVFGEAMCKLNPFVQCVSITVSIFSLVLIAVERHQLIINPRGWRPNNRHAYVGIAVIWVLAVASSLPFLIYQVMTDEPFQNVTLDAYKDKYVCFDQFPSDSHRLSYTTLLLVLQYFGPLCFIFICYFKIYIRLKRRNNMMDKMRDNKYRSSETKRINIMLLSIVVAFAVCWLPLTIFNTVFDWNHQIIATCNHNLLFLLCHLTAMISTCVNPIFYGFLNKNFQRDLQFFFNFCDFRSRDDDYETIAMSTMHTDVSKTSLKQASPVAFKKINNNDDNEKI
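Assay system: HEK293 Y1/CNG channel cell line; Doses: single compound dose of 3.6 µM, 0.4% DMSO; Timing: dye 3 h, compound 60 min room temperature, stimulation 45 min; Technique: Membrane-potential fluorescent dye readout; Measure: % inhibition of NPY effect.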
Mdm2 ligase inh: blocks human Mdm2 ubiquitin ligase activity. Q00987. cell-based MDM2 ubiquitination luciferase reporter, 2 h; 0 = plate control, 100 = twice control, blank-subtracted. signal enhancement, % at 5 µM. 210,000 compounds, 0.11% hits;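 active means signal enhancement of 30% or more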;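 further: luminescence tracks abundance of the self-degrading MDM2-luciferase fusion protein; higher signal means inhibition of MDM2 E3 ligase activity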
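Test system: mammalian cells stably expressing self-ubiquitinating, self-degrading MDM2 E3–luciferase fusion; Amount: 2000 cells in each well; Medium: DMEM; Schedule: 4 h settle plus 2 h compound, 37 °C; Technique: SteadyLite luciferase luminescence after 15 min room-temperature reagent incubation; Benchmarks: plate control and blank wells.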
NPY2 pot ag: potentiators or agonists of human neuropeptide Y receptor Y2; cells expressing NPY-Y2, potentiator/agonist read-out; activation, % at 3.6 µM; 220,000 compounds, 0.45% hits; P49146; in the data active means activation above about 27%;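 further: cells stimulated with NPY near EC25 plus isoproterenol at EC100; 0% = vehicle plus submaximal agonist and 100% = vehicle plus saturating agonist; some results beyond the cut were filed as inactive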
Target sequence (P49146 whole entry, looked up): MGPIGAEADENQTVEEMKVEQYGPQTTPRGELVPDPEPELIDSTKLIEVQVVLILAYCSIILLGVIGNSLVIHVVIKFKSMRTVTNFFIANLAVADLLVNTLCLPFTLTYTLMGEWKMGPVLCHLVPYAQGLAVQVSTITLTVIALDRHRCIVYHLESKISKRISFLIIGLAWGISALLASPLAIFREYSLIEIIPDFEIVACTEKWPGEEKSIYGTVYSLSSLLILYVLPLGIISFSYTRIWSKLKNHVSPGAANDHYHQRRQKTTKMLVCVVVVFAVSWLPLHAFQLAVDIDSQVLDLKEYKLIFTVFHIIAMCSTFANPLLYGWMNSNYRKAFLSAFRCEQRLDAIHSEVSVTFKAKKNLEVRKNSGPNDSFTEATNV
Hck Nef HTS: human Hck-Nef kinase inhibition. Recombinant Hck-YEEI plus Nef, Z-Lyte FRET kinase assay. 220,000 compounds, 0.68% hits. inhibition, % at 20 µM;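 active means Hck-Nef kinase inhibition above about 50%, limit read from the data; inactive means inhibition below that limit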;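 further: 0% = DMSO with Hck plus Nef and 100% = Hck alone without Nef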
RBBP9 inh: inhibitors of human serine hydrolase RBBP9; O75884; recombinant RBBP9, FP-Rh probe fluorescence polarization; inhibition, % at 7.94 µM; 220,000 compounds, 0.2% hits; AID 1515;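 active means inhibition above the campaign mean of all tested compounds plus 3 SD, cut at about 14% in these data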;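 further: plate controls were DMSO wells with RBBP9 for no effect and wells lacking RBBP9 protein for full effect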
Target sequence (O75884 whole entry, looked up): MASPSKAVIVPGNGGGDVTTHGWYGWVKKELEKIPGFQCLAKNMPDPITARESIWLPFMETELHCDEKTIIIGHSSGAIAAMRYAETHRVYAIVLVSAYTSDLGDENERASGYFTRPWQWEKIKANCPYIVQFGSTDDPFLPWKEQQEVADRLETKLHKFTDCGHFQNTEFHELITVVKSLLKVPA
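Controls: DMSO-treated enzyme wells and wells lacking RBBP9 | Material: RBBP9 protein | Technique: Fluorescence polarization | Replication: Single well per compound, no replicates | Buffer or medium: Tris-NaCl-Pluronic buffer, pH 8.0 | Timing: 30 min compound preincubation, 45 min probe labeling, 25 °C | Read-out basis: Percent inhibition from mP, scaled between DMSO and no-protein wells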
NPY-Y1 PAM-ag: potentiators or agonists of human neuropeptide Y receptor Y1; P25929; NPY-Y1 expressing cells, potentiator/agonist activation; activation, % at 3.6 µM; 220,000 compounds, 0.37% hits; AID 1304; in the data active means activation above about 33%, passing the limit was not always enough;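 further: cells stimulated with NPY at EC10 then isoproterenol at EC100; 0% = low agonist plus stimulus and 100% = saturating agonist plus stimulus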
Runt-SMMHC FRET: blocks binding of human RUNX1 Runt domain to CBFb-SMMHC; Cerulean-Runt/Venus-CBFb-SMMHC FRET ratio 530/480, 1 h; inhibition, % at 20 µM; 220,000 compounds, 0.74% hits;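 active means mean inhibition across duplicate retests at 20 µM reaching about 50%, limit read from the data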;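 further: 0% = DMSO wells and 100% = wells with excess untagged CBFb-SMMHC; inhibitors lower the FRET ratio by blocking Runt binding to CBFb-SMMHC; some results filed as inactive read as strong as hits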
* = called active by the depositor; x = no result given. Compounds were not picked by outcome, and some 3.5% of all compounds hit somewhere here.

p97 inhibitor	Runt-CBFb FRET	NPY-Y1 antag	Mdm2 ligase inh	NPY2 pot ag	Hck Nef HTS	RBBP9 inh	NPY-Y1 PAM-ag	Runt-SMMHC FRET	compound
-4.3	-6.5	-3.1	-12.7	-16.2	17.3	-4.4	1.1	-9.2	CN(C)c1ccc(C(=O)/C=C/c2ccccc2)cc1
-4.8	1.9	2.6	-1.4	-4.8	19.8	-2.3	-9.3	-2.8	COc1cc(-c2nnco2)cc(OC)c1OC
-3.4	-0.4	2.8	0.1	0.7	0.8	-9.1	-31.0	-4.5	COc1ccccc1N1CCN(CC(=O)c2c(C)n(C)c3ccccc23)CC1
2.2	1.6	2.3	-5.2	-1.4	2.2	-0.9	-21.8	-2.5	CCn1c(SCC(N)=O)nnc1-c1ccc(S(=O)(=O)N2CCN(C)CC2)cc1
2.3	3.9	5.2	-13.1	-19.1	-1.0	0.1	-2.4	0.9	CCOC(=O)Cc1nnc(NC(=O)COc2ccc(OC)cc2)s1
9.0	-2.0	3.4	3.1	1.7	2.3	-3.8	1.3	-6.9	Cc1[nH]c2ccccc2c1C(c1ccccn1)N1CCC(C(N)=O)CC1 (configuration not stated)
-1.1	-1.9	-3.0	-13.4	-7.0	0.4	7.2	4.5	-0.8	CCOCCCN(Cc1cc2cc(C)cc(C)c2[nH]c1=O)C(=O)N(CC)CC
1.7	-1.5	-5.1	-10.6	5.3	4.1	-6.8	0.9	3.8	CCOC(=O)CNC(=S)N(Cc1cccs1)C1CCCC1
2.8	0.0	1.6	-5.1	-18.9	0.6	1.6	-7.9	-2.6	CC(C)NC(=O)CC1OC(=O)c2ccccc21 (configuration not stated)
9.0	3.6	3.7	-5.8	-6.8	-0.8	3.9	9.7	-13.8	Cc1ccc(C(NC(=O)C(C)C)c2cc([N+](=O)[O-])c3cccnc3c2O)cc1 (configuration not stated)
0.5	0.7	0.6	1.0	-3.4	-23.5	-7.3	3.6	0.1	Cc1ccc(C(=O)NCC(=O)OCC(=O)NCC(F)(F)F)cc1
2.0	2.0	-4.9	-14.8	4.7	-2.5	-1.9	-0.2	2.7	Cc1ccc(NC(=O)CSc2nnc(NC(=O)c3ccco3)s2)cc1
2.7	0.7	11.0	-5.5	-2.1	1.9	-1.7	1.0	0.1	CCOc1ccc(N(CC(=O)NCC(C)C)S(C)(=O)=O)cc1
-0.7	4.4	-2.1	-17.3	-6.0	-7.1	1.4	-12.6	0.1	CC(NC(=O)Nc1ccc2c(c1)OCO2)c1ccncc1 (configuration not stated)
-2.2	5.3	2.1	-13.1	6.6	21.9	-10.0	-0.9	-3.0	NC(=O)c1cc(N=Nc2c(N)[nH]n(-c3c(Cl)cc(Cl)cc3Cl)c2=O)ccc1Cl
1.4	1.1	-1.1	-8.8	0.5	-11.5	-5.0	6.2	-2.9	Cn1c(=O)c2c(nc(N3CCOCC3)n2CCc2ccccc2)n(C)c1=O
-4.4	-7.3	3.5	-1.3	-0.4	1.5	-0.9	-6.4	-3.0	CC(C)(C)c1cc(C(C)(C)C)cc(S(=O)(=O)CCc2ccccn2)c1
3.3	1.5	8.7	-1.5	9.1	2.1	-1.9	-26.4	1.3	O=C(CSc1nc2ccccc2o1)NCc1ccco1
-1.9	0.0	-4.8	-11.8	13.2	-0.4	-2.5	-12.6	1.7	Cc1ccc(C(=O)N2CCCCCC2)cc1Br
-6.8	-1.4	19.9	2.1	-31.9	-0.1	-8.8	-66.8	-1.1	Clc1ccc(-c2cc(CSc3cccc(Cl)c3)on2)cc1

Individual results from the results shown.
Cc1ccc(C(=O)N2CCCCCC2)cc1Br in NPY-Y1 antag is listed with -4.8
CCn1c(SCC(N)=O)nnc1-c1ccc(S(=O)(=O)N2CCN(C)CC2)cc1 in Runt-CBFb FRET is listed with 1.6

Additional compounds
p97 inhibitor	Runt-CBFb FRET	NPY-Y1 antag	Mdm2 ligase inh	NPY2 pot ag	Hck Nef HTS	RBBP9 inh	NPY-Y1 PAM-ag	Runt-SMMHC FRET	compound
4.7	-1.5	-0.4	-1.6	-1.9	5.5	-1.3	-7.0	4.1	CCN(C(C)=O)N(CC)c1nc(Cl)nc(NC(C)C)n1
5.7	-3.4	x	-13.0	-0.5	11.5	1.9	22.1	-5.9	CC(C)=CCN1CCN(Cc2cc(CC(C)C)n[nH]2)CC1CCO (configuration not stated)
2.8	-3.1	6.9	-12.6	4.7	-1.8	-8.6	18.5	3.9	COc1ccccc1N1CCN(S(=O)(=O)c2ccc3c4c(cccc24)C(=O)N3)CC1
-4.4	0.2	6.7	-8.1	-20.6	-1.2	-3.0	-24.4	-1.2	Cc1ccc(NC(=O)Cc2ccc(F)cc2)cc1
1.8	-0.2	0.3	0.1	3.0	19.9	-1.8	-9.0	2.9	Cc1ccc(N=C2c3ccccc3C(=O)C2[N+](=O)[O-])cc1C (configuration not stated)
7.9	2.3	x	-9.9	6.5	20.5	-6.5	10.5	-1.3	Nc1nnc(Cc2ccc(F)cc2)s1
-2.6	17.4	7.0	-3.2	-18.7	20.3	-6.8	-9.3	28.7	Cc1ccc(C(=O)CSc2nc(C(C)C)nc3ccccc23)cc1
x	1.2	x	15.3	x	25.5	x	x	0.3	COc1ccc(C2/C=C\CN(C(=O)NC34CC5CC(CC(C5)C3)C4)CC(=O)N2Cc2ccc(F)cc2)cc1 (configuration not stated)
-0.5	-4.6	1.8	5.2	5.4	-8.5	-2.9	5.0	-2.1	CCOC(=O)c1sc(N(Cc2ccccc2)C(=O)COC(=O)c2cnccn2)nc1C
1.5	0.1	9.8	-17.5	-13.5	-0.4	-6.6	-12.6	2.1	O=C(NCCN1CCOCC1)c1cc(=O)[nH]c2ccc(Br)cc12
-7.0	-0.5	-0.8	-8.3	13.7	-0.6	-3.2	5.8	-3.9	Cc1ccccc1Nc1nc(N)nc(COC(=O)c2cccc(S(=O)(=O)N(C)C)c2)n1
1.8	-0.6	-6.5	-6.5	0.1	-3.6	-4.0	-10.2	-5.0	CCNC(=O)NC(=O)C(C)OC(=O)c1cccn1C (configuration not stated)
8.9	-1.3	7.2	x	-26.8	8.4	6.4	-1.9	0.0	CCO[C@H]1OC(C(=O)O)=C[C@@H](c2csc3ccccc23)[C@@H]1CCCO
1.6	19.7	5.3	-2.2	8.7	-9.8	-3.6	-2.1	61.6*	CCN(CC)c1ccc2cc(-c3nc(-c4ccc(OC)cc4)cs3)c(=O)oc2c1
3.1	0.7	-3.4	-15.3	0.2	0.6	-12.9	-0.2	-6.9	Cc1noc(C)c1S(=O)(=O)Nc1ccc(C(=O)N2CCCCC2)cc1
1.2	-1.2	9.4	-2.3	-1.0	4.2	2.3	-22.4	4.9	CCSc1nnc(NC(=O)c2nn(C(C)C)c(=O)c3ccccc23)s1
-1.5	-0.5	-5.3	x	-9.0	6.7	3.5	8.5	-3.0	COc1cccc(CNCC(=O)Nc2ccc(N3CCOCC3)cc2)c1
2.6	-0.8	0.7	7.9	2.9	1.4	3.5	9.7	-1.9	CCOC(=O)c1ccc(N(CC(=O)NC2CCCC2)C(=O)CNC(=O)c2ccco2)cc1
-0.7	-14.7	1.7	-1.1	-9.9	-0.1	-2.7	5.8	-25.6	C/C(=N\Nc1ccc([N+](=O)[O-])cc1)c1ccc(-n2nncc2C)cc1
-0.6	-2.2	5.0	7.0	-12.4	-11.1	8.9	-16.2	0.0	CCn1c(COc2cccc(C)c2)nc2ccccc21
7.4	0.8	6.4	-14.2	3.6	21.2	4.5	18.9	-0.9	CCOC(=O)c1c(C)cc(C)[nH]c1=O
8.7	-0.4	-2.3	-17.6	-1.7	19.7	-7.9	5.2	-1.2	COC(=O)c1ccccc1Oc1ccc(NC(=O)CCCl)cc1
3.8	-2.1	1.1	-6.9	8.4	1.2	-1.8	5.3	0.9	O=C(c1ccccn1)N1N=C2/C(=C/c3ccccc3)CCCC2C1c1ccccc1 (configuration not stated)
4.0	1.0	0.8	-9.9	1.8	1.5	3.7	-13.7	-1.5	C=C(c1ccc(OC)cc1)c1ccc(OC)cc1
2.7	-1.8	-1.6	-12.3	5.1	-3.3	4.1	-10.7	-1.3	CCSc1nnc(NC(=O)c2cccs2)s1
3.5	0.9	x	-9.3	-14.4	10.8	1.1	0.1	-0.9	COc1ccc(NC(=O)Nc2cccc(Cl)c2Cl)c(OC)n1
5.0	11.2	2.4	-10.2	-7.0	0.6	-1.9	17.9	1.0	Cc1ccc(N=C2NC(=O)C(CC(=O)O)S2)cc1 (configuration not stated)
2.2	-1.0	10.2	-6.9	-2.3	-19.6	-8.5	5.7	2.9	COc1ccccc1N1CCN(CCCNC(=O)Nc2ccccc2C)CC1
1.2	-1.2	0.3	-2.2	-7.0	-5.8	-4.6	-13.4	1.6	Cc1ccccc1OCc1nnc(SCC(=O)Nc2ccc3c(c2)oc2ccccc23)n1C
5.7	-1.8	-2.6	-10.5	29.8	1.7	-3.1	15.0	-1.9	O=c1c2ccccc2nc(N/N=C/c2ccccc2)n1O
3.9	2.1	-2.2	-27.1	12.7	0.1	-1.8	5.1	0.4	Cc1ccccc1NC(=O)COc1nsnc1N1CCOCC1
6.0	-1.5	11.0	-9.0	-24.3	0.5	-1.9	-23.9	1.2	Cc1ccc(S(=O)(=O)NC(=O)NCc2ccc3c(c2)OCO3)cc1
0.2	-1.9	9.6	10.6	-13.0	1.1	-8.5	-39.5	-2.0	Cc1cc(C(F)(F)F)n(-c2nc(C(=O)N/N=C/c3ccc(F)cc3)cs2)n1
1.7	1.1	-1.2	9.4	15.8	-1.3	-8.3	-0.9	2.8	COc1ccccc1NC(=O)C1=C(C)Nc2nc(-c3ccccc3)nn2C1c1ccccn1 (configuration not stated)
3.8	-1.8	x	-7.4	-4.8	5.5	-7.5	3.8	-2.1	COc1ccc(CCNC(=S)NC(=O)c2cc(OC)c(OC)c(OC)c2)cc1OC
4.3	-6.1	5.6	8.2	1.2	2.5	-16.3	2.6	-7.9	COc1cc(/C=C/C(=O)c2ccc(NS(=O)(=O)c3ccc(C)cc3)cc2)ccc1OC(F)F
-10.0	-1.5	x	-7.2	-10.7	-2.8	-13.9	-10.2	-1.6	COc1cccc(-c2nc(COc3ccc(Cl)cc3Cl)no2)c1
